Screening results (PubChem BioAssay)
CASP6 VEID inh: blocks human caspase-6 cleavage activity. P55212. purified caspase-6, Z-VEID-R110 cleavage fluorescence. inhibition, % at 12.5 µM. 350,000 compounds, 0.53% hits. AID 686996;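 active = mean inhibition across replicates at least about 35%, with every replicate also reaching that limit, limit read from the data; inconclusive = only one of the two criteria met; inactive = neither criterion met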;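 also: 0% = median of neutral control wells and 100% = no fluorescence left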
Target sequence (P55212 24-179 limits assumed): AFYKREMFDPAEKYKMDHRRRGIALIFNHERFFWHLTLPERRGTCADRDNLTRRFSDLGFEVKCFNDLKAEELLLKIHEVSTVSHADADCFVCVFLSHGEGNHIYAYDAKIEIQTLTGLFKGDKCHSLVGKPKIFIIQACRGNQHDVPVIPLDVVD
Target sequence (P55212 194-293 limits assumed): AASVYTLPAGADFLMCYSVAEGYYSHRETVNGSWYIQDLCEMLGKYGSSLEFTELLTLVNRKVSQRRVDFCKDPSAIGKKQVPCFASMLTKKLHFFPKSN
EWS-Fli inh: blocks EWS/Fli oncoprotein-driven transcription. AID 651661. inhibition, % at 12.6 µM. 350,000 compounds, 0.67% hits. A673 NR0B1-luciferase reporter, viability-normalised;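 active = mean inhibition of at least 50% after viability correction, with every replicate also passing that limit; inconclusive = mean reaches 50% but only one of two replicates passes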;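 also: firefly luciferase signal divided by Alamar Blue viability fluorescence both relative to DMSO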
DENV2 CPE rescue: DENV2-induced cell death inhibition; CPE inhibition, % at 9.99 µM; DENV2-infected cells, cytopathic effect rescue, plate reader; 350,000 compounds, 1.7% hits; in the data active = CPE inhibition above about 20%, passing the limit was not always enough; inconclusive = no clear call, values can overlap the other calls; tested in BHK-21 cells;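 also: 0% = median of neutral control wells and 100% = median of positive control wells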
PAX8 reporter: inhibitors of PAX8 transcriptional activity in RMG-I cells. RMG-I TPO-luciferase reporter, SteadyGlo, 24 h. inhibition, % at 12.6 µM. 360,000 compounds, 1.2% hits. AID 652154;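 active = mean replicate inhibition at least 60% with every replicate also reaching 60%; inconclusive = only one of the two criteria is met; inactive = mean below 60% and not all replicates reaching 60%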;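 also: luciferase light reporting Pax8 driven TPO promoter activity; plate controls were median of neutral control wells for no effect and mitoxantrone controls for full effect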
SIRT5 block: sirtuin-5 (human) deacylase inhibition. Q9NXA8. Purified SirT5, succinyl-peptide AMC, trypsin-coupled fluorescence. inhibition, % at 15 µM. 330,000 compounds, 1.1% hits. AID 652115; in the data active = inhibition above about 15%; inconclusive = no clear call, values can overlap the other calls
Target sequence (Q9NXA8 whole entry, looked up): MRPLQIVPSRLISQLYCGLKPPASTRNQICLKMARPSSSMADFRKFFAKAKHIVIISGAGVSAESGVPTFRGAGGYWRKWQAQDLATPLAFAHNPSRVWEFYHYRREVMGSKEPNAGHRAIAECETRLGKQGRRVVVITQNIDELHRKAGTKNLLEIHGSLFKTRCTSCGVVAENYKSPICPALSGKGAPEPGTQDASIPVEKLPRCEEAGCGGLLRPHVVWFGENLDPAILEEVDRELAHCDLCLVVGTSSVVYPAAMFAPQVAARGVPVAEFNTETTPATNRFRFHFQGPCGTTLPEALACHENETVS
LGR2 inh: blocks bursicon-induced cAMP signaling via Drosophila LGR2 | 380,000 compounds, 0.35% hits | inhibition, % at 9.99 µM | HEK293 LGR2, CRE-luciferase, bursicon-stimulated, 4 h;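 active = drop in luminescence signal, shown as inhibition above about 50% in the replicate tests, limit read from the data, passing the limit was not always enough; inconclusive = probably only some replicates passing the limit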;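 also: agonist challenge used bursicon conditioned medium at about half maximal strength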
ARNT-TACC3 inh: disrupts binding between human ARNT and TACC3. inhibition, % at 9.99 µM. Q9Y6A5. AlphaScreen His-ARNT PAS-B/GST-TACC3 binding, luminescence; TACC3 fragment carries E629A point mutation. 390,000 compounds, 0.66% hits;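 active = mean inhibition of replicates at least 50% and at least half of replicates each reaching 50%; inconclusive = half or more replicates reach 50% but mean below 50%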;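 also: 0% = complete ARNT plus TACC3 wells and 100% = ARNT alone without TACC3; many hits fall short of the cut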
Starred values were filed as active, the others as inactive; ? = inconclusive; · = not tested or not shown; & = joins results of further samples. Not a hit list; about 4.9% have a hit in one of these screens.

SMILES | CASP6 VEID inh | EWS-Fli inh | DENV2 CPE rescue | PAX8 reporter | SIRT5 block | LGR2 inh | ARNT-TACC3 inh
CCOC(=O)C1CCCN(Cc2ccc(OCc3ccccc3)c(OC)c2)C1 (stereo not given) | 14 | -7 | 9 | -15 | 7 | -16 | -2
Cc1cc(C)c(C#N)c(SC2CCCCC2=O)n1 (stereo not given) | -2 | 8 | -3 | · | 0 | 20 | 5
CCCNC(=O)[C@H]1[C@H](CO)[C@H]2Cn3c(ccc(-c4ccc(F)cc4)c3=O)[C@@H]1N2CCC | -1 | 10 | -4 | · | -9 | 13 | -11
CCOC(=O)/C=C/c1ccc2c(c1)S(=O)(=O)N(Cc1ccc(OC)cc1)[C@H]2CC(=O)OCC | 3 | 2 | -5 | -54 | · | -3 | 1
CCOC(=O)c1cc(C#N)c(SC(C)C(=O)NC2CCCCC2)nc1C (stereo not given) | -6 | 0 | -9 | 3 | -2 | 5 | -6
Cc1ccc(N(C(=O)c2ccccn2)C(C(=O)NC2CCCCC2)c2ccncc2)cc1 (stereo not given) | -2 | -8 | 5 | -39 | -1 | -24 | -2
N#C[C@H]1[C@H](c2ccc(-c3cncnc3)cc2)[C@@H](CO)N1C(=O)C1CCC1 | -5 | 10 | 6 | 14 | 0 | 6 | -17
O=C(Cc1ncc(C(F)(F)F)cc1Cl)NCCc1ccccc1 | -4 | 3 | -3 | -14 | 0 | 1 | -1
CC1CCCCN1CCNC(=O)C1CCCN(S(=O)(=O)c2cccc3nsnc23)C1 (stereo not given) | -10 | 4 | -4 | -22 | 3 | -5 | 3
COc1ccc(OC)c(C2CC(=O)c3c([nH]c(C(=O)OCC4CCCO4)c3C)C2)c1 (stereo not given) | -2 | 11 | 8 | 23 | · | 6 | ·
O=C(CN1CCN(S(=O)(=O)c2ccccc2)CC1)Nc1ccc(Cl)c([N+](=O)[O-])c1 | 2 | 9 | 0 | 21 | -3 | -7 | 9
Nc1ccn([C@@H]2O[C@H](CNC(=O)[C@@H](Cc3cn(COCc4ccccc4)cn3)NC=O)[C@@H](O)[C@H]2O)c(=O)n1 | 0 | -1 | 8 | -9 | 0 | 15 | ·
CCc1cccc(C)c1NC(=O)COC(=O)C1CC(=O)N(CCc2ccc(OC)c(OC)c2)C1 (stereo not given) | -2 | 6 | ? | 0 | 0 | -5 | -5
CN(C)S(=O)(=O)c1ccc(S(=O)(=O)NCCN2CCOCC2)cc1 | 2 | -4 | 2 | 9 | -2 | -2 | 30
CCOC(=O)C1(CCOc2ccccc2)CCN(S(=O)(=O)N(C)C)CC1 | 0 | 10 | 0 | -15 | 1 | 7 | -4
CC(=O)Oc1cccc(C(=O)Nc2ccc(NC(=O)c3cccs3)cc2)c1 | -1 | · | 3 | -96 | -7 | -42 | 16
C[C@@H]1CN([C@H](C)CO)C(=O)Cc2cc(NC(=O)Cc3ccccc3)ccc2O[C@@H]1CN(C)S(=O)(=O)c1ccc(F)cc1 | 0 | -4 | -11 | 10 | 0 | 1 | 3
O=C(C[C@@H]1C=C[C@H](NC(=O)C2CCC2)[C@H](CO)O1)NC1CCC1 | 2 | -3 | -3 | -5 | 2 | 3 | -14
COc1ccc(COc2ccc(S(=O)(=O)N3CCCC3)cc2C(N)=O)cc1F | -1 | 1 | 14 | 0 | 2 | 1 | -4
O=c1cc(-c2ccc(O)c(O)c2)oc2c1ccc1ccccc12 | 11 | 12 | 4 | -25 | 4 | · | ·
CN1CCN(C(=O)C[C@@H]2CC[C@@H]3[C@H](COC[C@@H](O)CN3C(=O)Nc3cc(Cl)cc(Cl)c3)O2)CC1 | -8 | 4 | 2 | -2 | -8 | 3 | -4
CCCOc1ccccc1NC(=O)/C=C/c1ccc(OC)c(S(=O)(=O)N2CCOCC2)c1 | 2 | 11 | 16 | -4 | · | -7 | ·
COc1cccc(NC(=O)CN(C)CC(=O)Nc2ccc(C)c([N+](=O)[O-])c2)c1 | 1 | -10 | -4 | -15 | 2 | 32 | ·
Cc1cccc(/C(N)=N/OC(=O)Cc2ccccc2)c1 | 1 | -109 | · | -233 | · | -97 | -5
Cc1nn(CCOc2ccccc2)c(=O)n1-c1ccccc1F | 1 | · | · | · | -3 | -17 | -2
Cc1ccc(OCC(=O)O/N=C(\N)c2cccc([N+](=O)[O-])c2)cc1C | -4 | 14 | 6 | 24 | -1 | 7 | -1
CC1Cc2ccccc2N1C(=O)COC(=O)CSc1ccc(F)cc1 (stereo not given) | -26 | 3 | 12 | 1 | 0 | -15 | -4
O=C(CN(c1ccccc1Cl)S(=O)(=O)c1ccccc1)N/N=C/c1ccccc1C(=O)O | 1 | 11 | · | 0 | 0 | 9 | -3
Cc1ccsc1/C=N\NC(=O)c1cc(C(C)(C)C)[nH]n1 | 4 | -21 | -5 | -141 | 2 | -65 | 1
C=CCn1c(=N)c(C(=O)NCCCOC)cc2c(=O)n3cc(C)ccc3nc21 | 2 | · | · | · | -64 | · | 1
CCCC#Cc1ccc2c(c1)O[C@H](CN(C)C(=O)C1CCC1)[C@H](C)CN([C@H](C)CO)S2(=O)=O | -1 | 10 | 36* | · | 1 | -18 | 5
Cc1ccc(C(=O)N2CC(C)OC(C)C2)cc1[N+](=O)[O-] (stereo not given) | 0 | 2 | -4 | 0 | 1 | -40 | -8
Cc1ccc(NC(=S)NC(=O)c2ccc(F)cc2)cc1S(=O)(=O)Nc1cccc(Cl)c1 | -1 | 44 | -7 | 41 | 1 | -18 | 1
CC(=O)N(C)C[C@H]1Oc2cc(Br)ccc2S(=O)(=O)N([C@@H](C)CO)C[C@H]1C | -2 | -7 | 13 | · | 1 | -15 | 32
CCCCn1c(N)c(N(CCOC)C(=O)c2ccc(N3C(=O)CCC3=O)cc2)c(=O)[nH]c1=O | -1 | 2 | -9 | 7 | 0 | -15 | -3
O=C(NCc1cc2ccccc2[nH]1)C1CCC(=O)N(CCCN2CCCC2=O)C1 (stereo not given) | -2 | 2 | -11 | 44 | 0 | -13 | 2
C[C@H](CO)N1C[C@H](C)[C@@H](CN(C)Cc2ccc(C(F)(F)F)cc2)Oc2ccc(NC(=O)C3CC3)cc2C1=O | -3 | -1 | -6 | 18 | 3 | 12 | -4
CNC[C@@H]1Oc2cc(C#CCN(C)C)ccc2S(=O)(=O)N([C@@H](C)CO)C[C@H]1C | -1 | 4 | 14 | · | 3 | -4 | -24
COC(=O)CCC(C)C1CCC2C3CCC4CC(O)CCC4(C)C3=CC(=O)C12C (stereo not given) | 2 | 5 | -9 | 8 | 5 | 0 | ·
COC(=O)[C@@]1(Cc2ccccc2)[C@H]2C(=O)N(Cc3ccccc3)C(=O)[C@H]2[C@H]2CN(C)C(=NCc3ccccc3)N21 | 0 | -3 | 7 | 12 | -4 | 1 | -3

The last two entries of the part before open the next one:
SMILES | CASP6 VEID inh | EWS-Fli inh | DENV2 CPE rescue | PAX8 reporter | SIRT5 block | LGR2 inh | ARNT-TACC3 inh
COC(=O)CCC(C)C1CCC2C3CCC4CC(O)CCC4(C)C3=CC(=O)C12C (stereo not given) | 2 | 5 | -9 | 8 | 5 | 0 | ·
COC(=O)[C@@]1(Cc2ccccc2)[C@H]2C(=O)N(Cc3ccccc3)C(=O)[C@H]2[C@H]2CN(C)C(=NCc3ccccc3)N21 | 0 | -3 | 7 | 12 | -4 | 1 | -3
Cc1noc(C)c1S(=O)(=O)Nc1ccc2c(c1)CC(=O)N([C@@H](C)CO)C[C@H](C)[C@H](CN(C)Cc1ccc(Oc3ccccc3)cc1)O2 | · | 3 | 0 | 9 | · | 18 | 9
O=C(NCC(=O)N1CCCCCCC1)c1ccccc1Br | -4 | -15 | -2 | -28 | -3 | 7 | -13
CC(C)C#Cc1cnc2c(c1)C(=O)N([C@H](C)CO)C[C@@H](C)[C@H](CN(C)C(=O)C1CCC1)O2 | -1 | 2 | 6 | · | -1 | -6 | -8
CN(C)c1cccc(C(=O)NNC(=S)NC2CCCC2)c1 | 1 | -7 | 9 | -20 | 0 | -87 | 2
O=C(Nc1ccccc1)c1cnc2ccccc2n1 | · | · | · | -50 | · | -37 | -1
O=C(Nc1ccc(N2CCOCC2)cc1)c1ccc([N+](=O)[O-])o1 | 5 | -8 | -5 | 56 | -4 | -19 | ·
Cc1nc2scc(C)n2c(=O)c1S(=O)(=O)Nc1ccc(N2CCOCC2)cc1 | 3 | 8 | -6 | -7 | 11 | -3 | 5
COc1ccc(NC(=O)CN(C)C(=O)c2cccc(S(=O)(=O)N3CCN(C)CC3)c2)cc1 | 0 | 2 | -5 | 11 | -4 | 4 | -2
CCc1nc(C)ccc1OC(=O)C12CC3CC(CC(C3)C1)C2 | -2 | 2 | 16 | 41 | -1 | -21 | 0
O=C(CCNC(=O)N1CC(=O)Nc2ccccc21)NCc1ccc(F)cc1 | · | 2 | -6 | -5 | -8 | 6 | -8
COc1ccc2oc(=O)c(C(=O)N3CCN(C(=O)c4ccco4)CC3)cc2c1 | 1 | 3 | -3 | -5 | -8 | 11 | -1
COc1ccc(C(CNC(=O)c2cccc(S(=O)(=O)N3CCOCC3)c2)N2CCOCC2)cc1 (stereo not given) | 1 | 4 | -7 | · | -2 | 13 | -8
CN(C)CCN=c1cc(-c2ccccc2)oc2ccc(Cl)cc12 | -161 | -121 | 4 | -157 | -4 | -60 | 1
COc1ccc(-c2cc3nc(NCCCN(C)C)n(C)c(=O)c3s2)c(C)c1 | -9 | 11 | -2 | -10 | -6 | -2 | ·
CN1C(=O)C(=O)N(c2cccc(C(F)(F)F)c2)C1=O | 2 | -2 | 1 | -24 | -6 | -17 | 0
C[C@H](O)[C@@H]1CN2CCc3ccc(-c4ccc5c(c4)OCO5)cc3[C@@H]2C[C@@H]1N(C)C(=O)c1ccco1 | 1 | 11 | 9 | -5 | 1 | -3 | ·
Cc1cccc(S(=O)(=O)N2CC[C@@H]3[C@H]2c2cc(-c4ccccc4F)ccc2N[C@@H]3CO)c1 | · | 0 | 40* | 14 | · | -5 | -2
Cc1nn(C)cc1S(=O)(=O)N1CCCC(C(=O)O)C1 (stereo not given) | 0 | -20 | -3 | 8 | -3 | 19 | -10
COc1cc(/C=N/NC(=O)c2cccc([N+](=O)[O-])c2)cc(OC)c1O | 7 | 6 | 7 | 2 | 1 | -31 | 3
C/C=C/c1ccc2c(c1)O[C@@H](CN(C)C(=O)Nc1ccc(F)cc1)[C@H](C)CN([C@@H](C)CO)S2(=O)=O | -6 | 1 | -6 | · | 1 | 2 | 0
COC(=O)c1ccccc1NC1=C/C(=N\S(=O)(=O)c2cccs2)c2ccccc2C1=O | 1 | -15 | -7 | 30 | · | 91* | 4&33
C=CC[C@@H](CC(=O)N[C@@H](CO)Cc1ccccc1)C(=O)N[C@H](COC(=O)[C@@H](CC=C)CC(=O)OC(C)(C)C)Cc1c[nH]c2ccccc12 | -1 | 7 | 2 | 54 | · | 14 | 0
O=[N+]([O-])/C(C(Cl)=C(Cl)Cl)=C1\Nc2ccccc2O1 | 0 | 14 | -1 | 25 | -1 | -7 | -4
CC(C)C1C(=O)N(Cc2cn(CCC3OCCO3)nn2)CCS(=O)(=O)N1Cc1ccc(-c2ccccc2)cc1 (stereo not given) | 3 | 4 | -7 | 0 | -2 | 12 | ·
Cc1cc(/C=C2\C(=N)N3N=C(C(C)C)SC3=NC2=O)c(C)n1Cc1ccccc1 | 1 | -1 | -8 | 8 | -1 | · | -6
CC(C)CC#Cc1ccc2c(c1)O[C@H](CN(C)C(=O)C1CCC1)[C@H](C)CN([C@H](C)CO)S2(=O)=O | -1 | 13 | 16 | · | 5 | 14 | 10
COc1ccc(C#Cc2ccc3c(c2)[C@H]2[C@H](CCN2C(=O)c2cnccn2)[C@H](CO)N3)cc1 | · | 4 | · | 1 | · | 15 | 25
CCc1nnc(SCC(=O)Nc2ccc(N3CCOCC3)cc2)n1C | 2 | -11 | -1 | 7 | -4 | 16 | -10
C[C@@H]1CCCCO[C@H](CN(C)Cc2ccc3c(c2)OCO3)[C@H](C)CN([C@H](C)CO)C(=O)c2cc(NC(=O)NC3CCCCC3)ccc2O1 | 0 | 3 | -20 | -3 | 6 | 6 | 3
